Shiga inhibitor = A qHTS for Small Molecule Inhibitors of Shiga Toxin; Vero cells, Shiga toxin protein synthesis inhibition reporter; inhibition, % at 38.7 µM; 9.2% of 290,000 active; in the data active = inhibition mostly above about 28%, no sharp cut-off; inactive = mostly below about 43%; note: 0% is about no effect
Pf growth 96h = Primary qHTS for delayed death inhibitors of the malarial parasite plastid, 96 hour incubation; P. falciparum luciferase reporter growth, 96 h; Potency, µM (series often up to 28.7 µM), for inactives: at the top dose activity change, negative = inhibition, usual class: inhibitors; 6.9% of 320,000 active; note: potency is the fitted concentration of half-maximal effect; % is set by controls: 0 for no effect and ±100 for the full control effect
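Luminescence readout: decreased luciferase signal marks inhibited growth of reporter-expressing P. falciparum in infected red cells (2% hematocrit, 0.05% parasitemia final), exposed to compound two generations (96 h, 37 C, 5% CO2).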
HCV inh = qHTS Assay for Inhibitors of Hepatitis C Virus (HCV); Huh7.5.1 HCVcc-Cre infection, luciferase reporter, 44 h; Potency, µM (highest dose often 41.8 µM), for inactives: top-dose activity change, negative = inhibition, most hits filed as inhibitors; 3.4% of 340,000 active; AID 651820, 2012; note: potency is the fitted concentration of half-maximal effect; % is set by controls: 0 for no effect and ±100 for the full control effect
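Compounds are dispensed onto cells plated 4 h earlier at 1,000 per well, with HCVcc-Cre virus (about 0.5 moi) added next. Following 44 h of culture, luminescent signal is measured for 15 sec after 15 min with substrate at room temperature.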
Cycloheximide cs = Cycloheximide Counterscreen for Small Molecule Inhibitors of Shiga Toxin; cell reporter, cycloheximide protein synthesis inhibition counterscreen; max response, %; 12% of 300,000 active; AID 2314, 2010; in the data active = max response mostly above about 13%, no sharp cut-off; inactive = mostly below about 14%; note: read at 38.3 µM for the half of the compounds with a filed dose; 0% is about no effect
Pf growth 48h = Primary qHTS for delayed death inhibitors of the malarial parasite plastid, 48 hour incubation | 5.9% of 310,000 active | AID 504832, 2011 | Potency, µM (titrated, usually from 28.7 µM), for the others: at the top dose activity change, negative = inhibition, actives largely listed as inhibitors | P. falciparum luciferase growth in erythrocytes, 48 h; note: potency is the fitted concentration of half-maximal effect; % is set by controls: 0 for no effect and ±100 for the full control effect
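Luciferase-expressing P. falciparum in infected erythrocytes (2% hematocrit, 0.1% parasitemia final) in RPMI 1640/0.5% Albumax were exposed to compound for 48 hours at 37 C, 5% CO2; growth read as luminescence.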
Giardia FBPA inh = qHTS Assay for Inhibitors of Fructose-1,6-bisphosphate Aldolase from Giardia Lamblia | 0.71% of 290,000 active | Potency, µM (doses to about 59.6 µM), for the others: top-dose activity, negative = inhibition, most hits filed as inhibitors | A8B2U2 | purified Giardia FBPA | AID 2451, 2010; note: potency is the fitted concentration of half-maximal effect; % is set by controls: 0 for no effect and ±100 for the full control effect; nearly all actives have a fitted effect of over 55% in size
Target sequence (A8B2U2 whole entry, looked up): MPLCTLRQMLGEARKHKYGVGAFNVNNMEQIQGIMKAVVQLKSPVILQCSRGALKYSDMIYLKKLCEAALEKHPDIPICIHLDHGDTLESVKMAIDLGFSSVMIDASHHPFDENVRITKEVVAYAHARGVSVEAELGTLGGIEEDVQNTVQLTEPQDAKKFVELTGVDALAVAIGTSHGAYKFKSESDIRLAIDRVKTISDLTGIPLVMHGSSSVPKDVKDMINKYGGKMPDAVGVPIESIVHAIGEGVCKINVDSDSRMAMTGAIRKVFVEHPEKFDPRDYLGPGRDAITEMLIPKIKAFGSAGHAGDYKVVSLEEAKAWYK
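Giardia FBPA (40 nM reagent) was preincubated 10 min at RT with compound (up to 57.5 uM final), then substrate plus GAPDH/TPI/NAD/arsenate coupling system with diaphorase/resazurin was added; resorufin fluorescence (525/598 nm) was read after 20 min.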
* marks the source's active call; other numbers are inactive results; ? = inconclusive; · = not tested or not shown; & = joins results of further samples; [ ] = dose if it differs, or a comment. Unless noted, calls come from the whole dose curve; as a rule, active = well fitted curve in the direction sought with a large enough effect; inconclusive = small, poorly fitted or top-dose-only effect, or another doubt; inactive = no such curve, though single readings can be large; an effect the other way counts as inactive or inconclusive.

Results follow in this order: Shiga inhibitor | Pf growth 96h | HCV inh | Cycloheximide cs | Pf growth 48h | Giardia FBPA inh
1. Clc1ccc(-c2nnc(-c3ccccc3)c(N3CCSCC3)n2)cc1
    -5 | ? | -6% | 1 | -5% | 1%
2. Cc1ccccc1OCC(=O)Nc1c2c(nn1C(C)(C)C)CS(=O)(=O)C2
    13 | 4% | 3% | -1 | -1% | ·
3. CC1CCc2cc(F)cc3c(=O)c(C(=O)O)cn1c23 (stereo unspecified)
    -7 | ? | 2%[8.37 µM] | 1 | 7%&3% | ?
4. COc1cc2c(cc1OC)CN(C(=O)CN(C)S(=O)(=O)c1ccc(NC(C)=O)cc1)CC2
    36 | -17% | 15% | -7 | -17% | 7%
5. CCOC(=O)/C(C#N)=C\c1ccc(O)c(OC)c1
    -4 | 0% | -27% | 12 | -5% | -7%
6. COc1ccc(-n2c(C(C)n3nc(C)c([N+](=O)[O-])c3C)n[nH]c2=S)cc1 (stereo unspecified)
    1 | ? | 24% | -3 | 11% | ?
7. COc1ccc(NC(=O)Nc2sc(=S)n(C)c2C)cc1
    3 | -35%[1.15 µM] | 0% | 11 | 6% | -14%
8. Cc1csc(NC(=O)Cn2nc(C)c([N+](=O)[O-])c2C)n1
    -7 | -8% | -6% | 1 | -15% | -4%
9. OCCN(Cc1ccccc1)CC1CC=CCC1 (stereo unspecified)
    -1 | 8% | 16% | -3 | -7% | -1%
10. O=C(NCc1ccc(F)cc1)c1cc2n(n1)C(C(F)(F)F)CC(C1CC1)N2 (stereo unspecified)
    29 | ? | -8% | -5 | · | 4%
11. COc1cccc(-n2c(C)nc3cc(C(=O)O)ccc32)c1
    -7 | · | 11% | -1 | 10% | 5%
12. O=C(c1ccoc1)N1CCC2(CCCN(Cc3ccc(F)c(F)c3)C2)C1 (stereo unspecified)
    -6 | 12µM* | · | 11 | ? | ·
13. CCOc1ccc(C(=O)NCC(=O)OCC(=O)NC2CCCC2)cc1
    17 | 18% | 13% | -2 | 3% | 3%
14. Cc1cc(N2C(=O)C3CCCN3C2c2cccc(Cl)c2)no1 (stereo unspecified)
    2 | 4.7µM* | -8% | -2 | 9% | 1%
15. O=C(CCc1ccccc1)Nc1ccc(S(=O)(=O)N2CCOCC2)cc1
    -13 | 9% | -20% | 2 | ? | 2%
16. CN(C(=O)c1cc(S(=O)(=O)N2CCOCC2)cs1)c1ccccc1
    -4 | 40%[activator] | · | -5 | -4% | 3%
17. CCOP(=O)(OCC)/C(C#N)=C/c1ccc(Br)cc1
    -12 | 7% | 13% | -6 | 8% | 6%
18. CCC1(c2ccc(F)cc2)NC(=O)N(CC(=O)Nc2ccc(C(N)=O)cc2)C1=O (stereo unspecified)
    -9 | -5% | -3% | -4 | 5% | -3%
19. CCCCn1c(SCC(=O)NCc2ccco2)nc2c1c(=O)n(C)c(=O)n2C
    4 | -5% | ? | 0 | -4% | 1%
20. CC(C)c1ccc(C(=O)CC2(O)C(=O)N(CN3CCOCC3)c3ccccc32)cc1 (stereo unspecified)
    64* | 12µM* | -3% | 39* | 37%[activator] | 2%
21. CCC(C)(C)NC(=O)C(c1cccc(OC)c1)N(C(=O)CNC(=O)c1cccs1)c1cccnc1 (stereo unspecified)
    -9 | -16% | 1% | -3 | ? | 5%
22. CCN(CC)c1ccc(/C=N/NC(=O)Cc2nnc(NC(=O)Nc3ccccc3)s2)cc1
    -9 | 78%[activator] | -8% | 2 | 1% | 4%
23. COc1ccc(NC(=O)CSc2ccccc2)c([N+](=O)[O-])c1
    99* | -77% | -2% | 60* | 110%[activator] | -16%
24. COC(=O)c1nc2ccc(N3CCOCC3)cc2c(C)c1C(=O)OC
    57* | 385%[activator] | 3% | 22 | 180%[activator] | 7.9µM*
25. Fc1cc2[nH]cnc2cc1Cl
    -5 | ? | 2% | -1 | 40%[activator] | 0%
26. Cc1nn(C)cc1S(=O)(=O)Nc1ccc2c(c1)OCCO2
    69* | ? | 14% | 72* | 44%[activator] | 3%
27. C/C(=N\N1CCCCCC1)c1c(O)n(-c2ccccc2)c(=O)[nH]c1=O
    -2 | ? | 1% | 0 | ? | -1%
28. Cc1ccc(OCCNC(=O)/C=C/c2ccco2)cc1C
    78* | -55% | -19% | 10 | 14% | -10%
29. COc1ccccc1OCCCCCNCCO
    8 | -7% | -21% | 7 | 19% | 0%
30. c1ccc(-c2nccc(-c3ccco3)n2)nc1
    42* | ? | -5% | 22 | -24% | -16%
31. CCN(C(=O)c1cc(Cl)ccc1OC)C1CCCCC1
    -5 | 37%[activator] | -2% | -4 | ? | 5%
32. CC(OC(=O)CNC(=O)c1ccc(Cl)c([N+](=O)[O-])c1)C(=O)NC1CCCCC1C (stereo unspecified)
    · | 14% | -6% | · | ? | ·
33. CC(C)(C)n1cnc2cc(NC(=O)c3ccco3)ccc21
    62* | 16% | -10% | 25* | 125%[activator] | 9%
34. CCCCN(C(=O)CN1C(=O)C2CCCCC2C1=O)c1c(N)n(CCC)c(=O)[nH]c1=O (stereo unspecified)
    · | 32%[activator] | -4% | · | -11% | ·
35. O=c1c2nnn(-c3ccc(Br)cc3)c2ncn1Cc1ccccn1
    23 | 57%[activator] | -9% | 13 | 37%[activator] | 2%
36. O=C(NCC(c1ccco1)N1CCCCC1)c1cc2c(s1)CCCC2 (stereo unspecified)
    · | 1.7µM* | ? | · | 8.3µM* | ·
37. COc1ccccc1NC1CCCCC1NS(=O)(=O)c1ccccc1 (stereo unspecified)
    -12 | ? | -3% | -7 | -13% | -1%
38. N#Cc1c(NC(=O)c2cccnc2)sc2c1CCC2
    58 | 101%[activator] | ? | 19* | · | -15%
39. O=C(NCC1CCCCC1)c1cc([N+](=O)[O-])ccc1Cl
    -1 | 17% | -19% | -2 | -22% | 8%
40. CC(C)C[C@H](NC(=O)[C@H](CC(C)C)NC(=O)[C@H](Cc1ccccc1)NC(=O)[C@@H](N)CO)C(=O)N[C@@H](CCCN=C(N)N)C(=O)N[C@@H](CC(N)=O)C(=O)O
    -6 | · | · | -2 | · | 11%
41. CCn1c(SCC(=O)NNC(=S)Nc2ccc(C)cc2)nnc1-c1ccc(Cl)cc1
    -6 | -8% | 22% | -2 | 2% | ?
42. CCOc1ccc(C(=O)NCCc2ccc3c(c2)OCCO3)cc1
    21 | 50%[activator] | -9% | 9 | 4% | -2%
43. Cc1cc(C)c(S(=O)(=O)c2cc(F)ccc2C)c(Cl)n1
    -3 | 7% | -7% | -3 | 10% | 1%
44. COc1ccc2c(c1OC)C(=O)O[C@@H]2[C@H]1c2cc3c(cc2CCN1C)OCO3
    · | -13% | 8% | · | ? | ·
45. COc1cc(NC(=S)Nc2cccc(C)n2)cc(OC)c1OC
    -19 | 27% | -21% | 1 | -20% | 2%
46. O=C(COc1ccccc1)Nc1ccc([N+](=O)[O-])cc1
    3 | -50% | -5% | 18 | 12% | -1%
47. COc1ccc(CNC(=O)COC(=O)c2cncc(Br)c2)cc1
    7 | 3% | -20% | -1 | -6% | -2%
48. O=C(Cc1ccc(-n2c(=O)c3sccc3n(Cc3ccc(F)cc3)c2=O)cc1)NCc1ccco1
    -17 | ? | 5% | -3 | · | 1%
49. COc1ccc(NC(=O)CSCC(=O)NCCc2ccccn2)cc1
    34 | 12% | 21% | 11 | -3% | 0%
50. CCCCn1c(NS(=O)(=O)c2ccccc2)c(S(=O)(=O)c2ccc(C)cc2)c2nc3ccccc3nc21
    -14 | ? | ? | -8 | -2% | ?
51. Cc1ccc(-c2nc3ccccc3c(=O)n2-c2ccc(Br)cn2)cc1
    12 | -16%[5.75 µM] | -10% | -3 | 1% | 6%
52. CN1C(=O)C(CC(=O)Nc2ccc(F)cc2)N(CCCc2ccccc2)C1=S (stereo unspecified)
    -4 | ? | -17% | 10 | ? | ·
53. CCN1CCN(c2ccc(S(=O)(=O)N3CCOCC3)cc2NC(=O)CCC(C)C)CC1
    · | -6% | 9% | · | ? | ·
54. COc1ccc(C(OC(=O)c2ccco2)C(=O)NC2CCCCC2)cc1 (stereo unspecified)
    -5 | -8% | 6% | -2 | -14% | 1%
55. CCOc1ccc(CNC(=O)C(C)n2ccc3cc(S(=O)(=O)N4CCCC4)ccc32)cc1 (stereo unspecified)
    -2 | ? | ? | -3 | ? | ·
56. O=C(Cn1nnc2ccccc2c1=O)N[C@@H](Cc1c[nH]c2ccccc12)C(=O)O
    8 | ? | 12% | -3 | -10% | 3%
57. CC1CCCN(c2ccc(C(=O)NCc3ccco3)cc2[N+](=O)[O-])C1 (stereo unspecified)
    60* | ? | ? | 7 | 4.1µM* | 0%
58. O=C(COc1ccc2ccccc2c1Br)N1CCN(c2ccccn2)CC1
    -27 | 34%[activator] | 8% | -4 | 6% | 0%
59. Clc1nc(N2CCOCC2)ncc1Br
    5 | 1.9µM* | 12% | 2 | 2.6µM* | 3%
60. COc1cc(OC)cc(C(=O)N2CCN(c3ccccc3F)CC2)c1
    22 | · | ? | -2 | -13% | 5%
61. COc1ccc(CCNC(=O)c2cccc(S(=O)(=O)N3CCCC3)c2)cc1OC
    · | ? | -6% | · | ? | ·
62. CN(C)c1ccc(/C=N/N2CCN(Cc3ccccc3Cl)CC2)cc1
    7 | -2% | 5% | 1 | 5% | 4%

Sorted by number of heavy atoms (falling): 12 of the compounds above.
Results follow in this order: Shiga inhibitor | Pf growth 96h | HCV inh | Cycloheximide cs | Pf growth 48h | Giardia FBPA inh
50. CCCCn1c(NS(=O)(=O)c2ccccc2)c(S(=O)(=O)c2ccc(C)cc2)c2nc3ccccc3nc21
    -14 | ? | ? | -8 | -2% | ?
48. O=C(Cc1ccc(-n2c(=O)c3sccc3n(Cc3ccc(F)cc3)c2=O)cc1)NCc1ccco1
    -17 | ? | 5% | -3 | · | 1%
55. CCOc1ccc(CNC(=O)C(C)n2ccc3cc(S(=O)(=O)N4CCCC4)ccc32)cc1 (stereo unspecified)
    -2 | ? | ? | -3 | ? | ·
53. CCN1CCN(c2ccc(S(=O)(=O)N3CCOCC3)cc2NC(=O)CCC(C)C)CC1
    · | -6% | 9% | · | ? | ·
56. O=C(Cn1nnc2ccccc2c1=O)N[C@@H](Cc1c[nH]c2ccccc12)C(=O)O
    8 | ? | 12% | -3 | -10% | 3%
52. CN1C(=O)C(CC(=O)Nc2ccc(F)cc2)N(CCCc2ccccc2)C1=S (stereo unspecified)
    -4 | ? | -17% | 10 | ? | ·
58. O=C(COc1ccc2ccccc2c1Br)N1CCN(c2ccccn2)CC1
    -27 | 34%[activator] | 8% | -4 | 6% | 0%
54. COc1ccc(C(OC(=O)c2ccco2)C(=O)NC2CCCCC2)cc1 (stereo unspecified)
    -5 | -8% | 6% | -2 | -14% | 1%
51. Cc1ccc(-c2nc3ccccc3c(=O)n2-c2ccc(Br)cn2)cc1
    12 | -16%[5.75 µM] | -10% | -3 | 1% | 6%
47. COc1ccc(CNC(=O)COC(=O)c2cncc(Br)c2)cc1
    7 | 3% | -20% | -1 | -6% | -2%
46. O=C(COc1ccccc1)Nc1ccc([N+](=O)[O-])cc1
    3 | -50% | -5% | 18 | 12% | -1%
59. Clc1nc(N2CCOCC2)ncc1Br
    5 | 1.9µM* | 12% | 2 | 2.6µM* | 3%

Screening data deposited in PubChem by National Center for Advancing Translational Sciences (NCATS).
